# Compound activity from PubChem BioAssay.
# TTR transcr act: TTR transcription activation, primary screen. SH-SY5Y TTR promoter Gaussia luciferase, luminescence; 100% = recombinant luciferase protein wells. activation, % at 16.7 µM. hit rate 1.3% among 92,000. AID 1117267;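 active = activation above the mean of all tested compounds plus 3 SD, cut at about 9.5% in these data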;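 also: cells exposed to compounds for one day before reading; 0% = median of all test compound wells on the plate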
# * marks the source's active call; other numbers are inactive results. Not all compounds are listed; rates above refer to the full screens.
SMILES,TTR transcr act
Nc1ccccc1Nc1nc2ccccc2[nH]1,2.3
COc1ccccc1C(=O)OCC(=O)Nc1ccccc1OC(F)F,2.5
COc1ccc(NC(=O)C(c2ccc(OC)cc2)N(Cc2ccco2)C(=O)CC2NC(=O)NC2=O)cc1 (stereo not drawn),2.9
Cc1cnccc1CNC(=O)C1CCC(=O)N(Cc2ccc(Cl)cc2)C1 (stereo not drawn),0.3
Cc1ccc(-n2nnnc2Sc2nc([N+](=O)[O-])nn2C)c(C)c1,8.6
CC(C)C[C@H]1CNC(=O)C(=O)N1C[C@H]1CCCN1C[C@H](CC(C)C)N1C[C@H](Cc2ccccc2)N(CCc2ccccc2)C(=O)C1=O,7.8
COc1cc(/C=C/C(=O)O)cc(S(=O)(=O)NNC(=O)c2cc(C)oc2C)c1OC,4.0
CCc1ccc(C(=O)c2oc3nc(C)cc(C)c3c2N)cc1,-0.8
COc1ccc(CCN2C(=O)NC(NS(=O)(=O)c3ccc(N)cc3)(C(F)(F)F)C2=O)cc1OC (stereo not drawn),3.6
Cc1ccc(NC(=O)CN2C(=O)NC3(CCC(C)CC3)C2=O)c(Cl)c1 (stereo not drawn),-1.2
Cc1ccc(NC(=O)c2ccc(F)c(S(=O)(=O)N3CCOCC3)c2)cc1F,-3.2
CC(C)(C)SCCNC(=O)/C=C/c1ccc([N+](=O)[O-])cc1,0.0
COc1cc(C=Nc2cccc([N+](=O)[O-])c2C)ccc1OC(C)=O,-0.8
Cn1c(N)c(C(=O)COC(=O)c2ccc(-c3ccccc3)cc2)c(=O)n(C)c1=O,-0.8
Cc1cc(C)n2ncc(C(=O)NCc3ccc(Cl)cc3)c2n1,3.1
O=c1c2cc3ccccc3n2cnn1Cc1ccccc1F,-2.6
CCOC(=O)c1cccc(NC(=O)CSc2nncn2-c2ccccn2)c1,-0.7
CC(C)CC(N)c1csc(NC(=O)Nc2ccccc2-c2ccccc2)n1 (stereo not drawn),-1.5
O=C(Nc1cccc(Cl)c1)c1cnccn1,-0.7
O=C1c2cccc(OCC(=O)N3CCCc4ccccc43)c2CCN1Cc1ccccc1,1.2
COC(=O)C(NC(=O)c1ccc(C)cc1)(Nc1cccc(C)n1)C(F)(F)F (stereo not drawn),0.3
CC1=CC(=C(C#N)c2nc3ccccc3s2)C=C(C)N1c1ccc(F)cc1F,-3.0
Cn1nc(-c2ccc(N3CCN(CCO)CC3)c([N+](=O)[O-])c2)c2ccccc2c1=O,-2.3
Cc1cc(C(=O)C(C)OC(=O)c2ccc(NC(=O)CC#N)cc2)c(C)n1-c1ccc(OC(F)F)cc1 (stereo not drawn),-1.6
CCC(=O)N(CCc1ccccc1)Cc1cc2cc(C)ccc2[nH]c1=O,5.9

# The listing continues.
SMILES,TTR transcr act
O=C(CCNc1ccc(F)c(Cl)c1)c1ccco1,3.6
Cc1cccnc1NC(=O)Nc1cccs1,1.6
O=C(NCc1ccco1)c1cc(-c2cccc(Cl)c2)on1,-0.4
O=C1CCC[C@H]2C[C@H](NCc3ccccc3Cl)CC[C@]23CCCN13,0.0
CCOC(=O)N1CCN(C(=O)c2ccc3c(Cl)c4c(nc3c2)CCCC4)CC1,-0.7
CCOC(=O)N(C)c1ccc(C(O)(C(F)(F)F)C(F)(F)F)cc1,-4.0
CS(=O)(=O)NCCSc1cc(C(F)(F)F)nc2ccccc12,-1.9
Cc1ccc2c(c1)c1c3n2CCN(C(=O)C2CC2)C3CCC1 (stereo not drawn),-0.8
COc1ccc(N2CCN(CC(O)COCCOc3ccc(Br)cc3)CC2)cc1 (stereo not drawn),5.0
COc1ccc(CN(Cc2ccco2)S(=O)(=O)c2ccc(S(=O)(=O)N3CCCC3)cc2)cc1,0.1
COc1cccc(C(=O)Nn2c(-c3cccs3)nc3ccccc3c2=O)c1OC,-2.1
Cc1c(N)cccc1-n1cccc1,0.2
CC(NC(=O)CNC(=O)OCc1ccccc1)C(=O)N1CC(O)CC1C(=O)OCc1ccccc1 (stereo not drawn),0.6
CCOc1ccc(S(=O)(=O)n2c([N+](=O)[O-])cnc2C)c(C)c1C,0.1
COc1cccc(NC(=S)NC(=O)c2c(Cl)c(C)nn2C)c1,1.6
O=C(c1ccc(-c2ccccc2)cc1)c1ccccc1C(=O)N1CCOCC1,-2.8
COc1ccc(CCNC(=O)c2cc(-c3ccc(Cl)c(Cl)c3)oc2C)cc1,-1.4
Cc1c(OC(C)C(=O)NCC2CCC(C(=O)O)CC2)ccc2c1oc(=O)c1ccccc12 (stereo not drawn),0.4
CC1Cc2ccccc2N1C(=O)CSc1nnc(Cc2ccccc2)n1CCc1ccccc1 (stereo not drawn),-4.8
CN1CCN(c2nc(-c3cccnc3)nc3ccccc23)CC1,2.4
NCC(O)(c1ccc(Cl)cc1)c1ccc(Cl)cc1,0.6
CCOc1ccc(Br)cc1S(=O)(=O)Nc1cccc(S(=O)(=O)Nc2ccccc2C(=O)O)c1,-0.9
Cc1cc(N2C(=O)C(O)=C(C(=O)c3ccco3)C2c2cccc(O)c2)no1 (stereo not drawn),3.1
O=C(OCCN=C1NS(=O)(=O)c2ccccc21)c1ccncc1,-1.6
COC(=O)Cc1cccc2c(=O)c3ccccc3oc12,0.5

# The listing continues.
SMILES,TTR transcr act
O=C(O)c1sccc1OCc1ccccc1,2.3
COc1ccc(S(=O)(=O)N(C)CC(=O)N2CCCCC2)cc1Cl,-2.4
Cc1cc(=O)[nH]c(SCC(=O)NCCOc2ccccc2)n1,6.4
CCc1ccc(CCNC(=O)OC2CC3CC2[C@H]2CCCCN2[C@H]3C)cc1 (stereo partly drawn),-1.2
CN1CCN(c2nnc(-c3ccc(F)cc3)c3ccccc23)CC1,0.9
N#CCN1CCN(CC(=O)c2ccc(Br)cc2)CC1,2.4
CCNC(=O)C/C(C)=N/NC(=O)C(=O)Nc1ccc(CC)cc1,2.1
CS(=O)(=O)c1ccc2nc(NC(=O)c3ccco3)sc2c1,1.1
O=C(NCCC1=CCCCC1)c1ccc2c(=O)n3c(nc2c1)CCCCC3,-1.1
CCCNC(=O)C1(C)CCN(Cc2ccc3ccccc3c2Br)C1 (stereo not drawn),-0.6
COC(CNC(=O)[C@H](Cc1c[nH]c2ccccc12)NC1(C(=O)NC2CCCCC2)CCCCC1)OC,-0.1
COc1ccc(CSCCc2n[nH]c(=S)n2-c2ccccc2)cc1,0.7
O=c1c(C=Nc2cccc(C(F)(F)F)c2)c[nH]n1-c1cccc(Cl)n1,3.4
CCOP(=O)(c1c(F)c(F)c(F)c(F)c1F)C(O)c1ccccc1 (stereo not drawn),-0.8
CCOCCCNS(=O)(=O)c1ccc(NC(=O)c2ccccc2)cc1,0.2
COc1ccc(N2CCN(C(=O)c3ccc4c(c3)OCO4)CC2)cc1,20.9*
Cc1onc(-c2ccccc2)c1C(=O)OCC(=O)Nc1ccc(C#N)cc1,-0.8
CCOc1ccccc1OCCCC(=O)NNC(=O)c1ccc(F)cc1,-1.0
CCC1COCCS(=O)(=O)N1Cc1ccccc1F (stereo not drawn),-0.8
CSc1nsc(SC)c1CO,-1.2
Cn1c(=O)[nH]c(=O)c2c1nc(N1CCN(C(=O)c3ccco3)CC1)n2CCCSc1ncccn1,-0.7
Cc1ccc(C)c(CN2C(=O)NC3(CCCCCC3)C2=O)c1,3.1
CCNC(=O)CC1SC(=Nc2cccc3ccccc23)N(C)C1=O (stereo not drawn),1.5
CCO[C@H]1OC(C(=O)O)=C[C@@H](c2cn(C(C)=O)c3ccccc23)[C@@H]1CCCO,1.5
O=C(NCC(c1ccco1)N1CCCC1)c1ccc(-n2cccn2)cc1 (stereo not drawn),-0.9

# Taken from above.
# CCC1COCCS(=O)(=O)N1Cc1ccccc1F (stereo not drawn) in TTR transcr act has -0.8
# O=C(O)c1sccc1OCc1ccccc1 in TTR transcr act has 2.3

# Additional structures.
SMILES,TTR transcr act
CNC(=O)c1ccc2nc(NC(C)=O)sc2c1,0.7
CC(=O)c1nnn(-c2cccc(C#N)c2)c1C,0.1
O=C1Nc2ccccc2NC(c2ccc3c(c2)OCO3)=C1N(Cc1ccc(F)cc1)C(=O)c1ccco1,-2.4
CCCN1CCN(CCCNC(=O)Cn2nc(C)n3c(cc4cc(F)ccc43)c2=O)CC1,-0.9
COC(=O)[C@]1(Cc2ccccc2)N[C@H](CN(C)C(C)=O)[C@@H]2C(=O)N(Cc3ccccc3)C(=O)[C@@H]21,0.3
CC(=O)c1ccc(-c2[nH]c3ccccc3c2CCN2C(=O)c3ccccc3C2=O)cc1,-1.6
CCCCC(NC(=O)Cc1c(C)c2cc3c(-c4ccccc4)coc3c(C)c2oc1=O)C(=O)O (stereo not drawn),-1.2
COc1ccc(NC(=O)C2(C)CCN2C)cc1OC (stereo not drawn),-0.4
Nc1nc(SCc2ccc(Cl)c(Cl)c2)n[nH]1,0.3
O=C(NCc1ccc(F)cc1)c1cnccn1,-0.5
Cn1c(=O)oc2cc(S(=O)(=O)NC3CCCCC3)ccc21,2.2
CN1N=C(C(=O)N2CCc3c([nH]c4ccccc34)C2c2c(F)cccc2Cl)CCC1=O (stereo not drawn),-1.1
COc1ccc(CNC(=O)C[C@H]2C[C@H](C(=O)N3CCOCC3)[C@@]3(CCC4CCCC4)c4[nH]c5cc(CCC(=O)N(C)C)ccc5c4CCN3C2=O)cc1OC,0.9
CCN(C(=O)CSc1nnc(NC2CCCCC2)s1)C1CCS(=O)(=O)C1 (stereo not drawn),0.8
Cc1ccc(-c2noc(CN(C(=O)CCN3C(=O)c4ccccc4C3=O)C(C)C)n2)cc1,0.9
CC(=O)Nc1cccc(NC(=O)c2ccccc2Cl)c1,-0.3
C[C@@H](c1ccccc1)N1C[C@H]2CCCN2c2cc(Br)ccc2S1(=O)=O,4.4
CC(=O)N1CCc2c(sc(NC(=O)c3ccc4c(c3)OCCO4)c2C#N)C1,-2.8
CCCC(=O)NC(c1ccc(OC)c(OC)c1)c1cc(Cl)c2cccnc2c1O (stereo not drawn),0.2
CC1=C/C(=N\NC(=S)NCCc2ccccc2)CC(C)(C)C1,-5.0
O=C(CC1C(=O)NCCN1Cc1cccc(Oc2ccccc2)c1)NCC1CCOCC1 (stereo not drawn),5.6
CC1(C)COC(c2ccccc2Cl)OC1,0.1
COc1ccc2nc3cc(Cl)ccc3c(Nc3cc(C(C)C)c(O)cc3C)c2c1,-5.2
CCOC(=O)N1CCN(Cc2oc(CO)cc(=O)c2O)CC1,-0.9
CC(=O)C[C@H](O)CC(=O)[C@@H]1OC(=O)CCCCC/C=C/Cc2ccccc21,0.2

# Some of these compounds in order of heavy-atom count, high to low.
SMILES,TTR transcr act
COc1ccc(CNC(=O)C[C@H]2C[C@H](C(=O)N3CCOCC3)[C@@]3(CCC4CCCC4)c4[nH]c5cc(CCC(=O)N(C)C)ccc5c4CCN3C2=O)cc1OC,0.9
O=C1Nc2ccccc2NC(c2ccc3c(c2)OCO3)=C1N(Cc1ccc(F)cc1)C(=O)c1ccco1,-2.4
CCCCC(NC(=O)Cc1c(C)c2cc3c(-c4ccccc4)coc3c(C)c2oc1=O)C(=O)O (stereo not drawn),-1.2
CCCN1CCN(CCCNC(=O)Cn2nc(C)n3c(cc4cc(F)ccc43)c2=O)CC1,-0.9
CC(=O)c1ccc(-c2[nH]c3ccccc3c2CCN2C(=O)c3ccccc3C2=O)cc1,-1.6
COc1ccc2nc3cc(Cl)ccc3c(Nc3cc(C(C)C)c(O)cc3C)c2c1,-5.2
CC(=O)C[C@H](O)CC(=O)[C@@H]1OC(=O)CCCCC/C=C/Cc2ccccc21,0.2
CCN(C(=O)CSc1nnc(NC2CCCCC2)s1)C1CCS(=O)(=O)C1 (stereo not drawn),0.8
C[C@@H](c1ccccc1)N1C[C@H]2CCCN2c2cc(Br)ccc2S1(=O)=O,4.4
CC1=C/C(=N\NC(=S)NCCc2ccccc2)CC(C)(C)C1,-5.0
Cn1c(=O)oc2cc(S(=O)(=O)NC3CCCCC3)ccc21,2.2
CC(=O)Nc1cccc(NC(=O)c2ccccc2Cl)c1,-0.3
COc1ccc(NC(=O)C2(C)CCN2C)cc1OC (stereo not drawn),-0.4
CNC(=O)c1ccc2nc(NC(C)=O)sc2c1,0.7
Nc1nc(SCc2ccc(Cl)c(Cl)c2)n[nH]1,0.3
CC1(C)COC(c2ccccc2Cl)OC1,0.1

# (more compounds)
SMILES,TTR transcr act
O=C(NCc1cccnc1)c1ccc(-c2cc(Cl)ccc2Cl)o1,-3.1
CCOC(=O)c1sc(NC(=O)/C=C/c2cnn(CC)c2C)c(C(=O)OCC)c1C,4.0
Fc1ccc(-c2csc(=S)[nH]2)cc1,0.5
O=C1OC(Cc2ccccn2)C(=O)C1=C1SCCS1 (stereo not drawn),-0.6
CCOc1ccc(NC(=O)CN(C)Cc2cc(=O)n3c(-c4ccccc4)csc3n2)cc1OCC,3.6
O=C(NCc1ccc(F)cc1)N1CCN(S(=O)(=O)c2ccccc2F)CC1,-0.3
COc1ccc(-n2c(-c3ccc(C(C)(C)C)cc3)n[nH]c2=S)c(OC)c1,-0.6
Cc1ccc(C)c(S(=O)(=O)N(C)Cc2cccs2)c1,-1.2
Fc1ccccc1-c1[nH]ncc1-c1nnnn1-c1ccccc1,-1.9
NC(=O)c1ccc([N+](=O)[O-])cc1SCc1ccccc1,-0.9
O=C(c1cccc(F)c1)n1nnc2ccccc21,-0.6
COc1ccc2c(c1OC)C(=O)N(c1cccc(C)c1)C2,1.4
CN(Cc1ccccc1)C(=O)COC(=O)c1cncc(Br)c1,-0.6
COc1ccc(NC(=O)c2ccc(N3CCOCC3)nc2)cc1,-1.9
CC(C)(C)NC(=O)C1CCN(C(=O)c2ccc(Br)cc2)CC1,-1.3
COc1ccc([N+](=O)[O-])cc1NCc1ccccc1,0.3
Cc1nn(C(C)(C)C)c(C)c1/C=N/OC(=O)Nc1ccc(Cl)c(Cl)c1,-2.5
COc1ccc(OC)c(C(=O)NC(CC(N)=O)c2ccc(N3CCN(c4ccccn4)CC3)c([N+](=O)[O-])c2)c1 (stereo not drawn),8.7
Cc1cc(/C=N/NC(=O)C(O)(c2ccccc2)c2ccccc2)c(C)n1-c1ccc(C(=O)O)cc1,-1.5
CC(C)C[C@H](NC(=O)OC(C)(C)C)C(=O)NCC1CCC(C(=O)N[C@@H](Cc2ccccc2)C(=O)O)CC1 (stereo partly drawn),0.2
NNC(=O)c1cc2nc(-c3cccs3)cc(C(F)(F)F)n2n1,1.8
COC(=O)[C@H](CCSC)NC(=O)Cn1cnc2c(OCc3ccccc3)ncnc21,-1.1
CC1CCCCC1NC(=O)c1ccc(NC2=NC3CS(=O)(=O)CC3S2)cc1 (stereo not drawn),0.3
